From PubChem
CCR6 antagonist: CCR6 (human) receptor antagonism; inhibition, % at 20 µM; 340,000 tested, 0.49% active; CHO-K1 CCR6 PathHunter beta-arrestin, luminescence, CCL20-stimulated; AID 493098;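 active = compounds whose inhibition of the agonist-driven luminescence signal at 20 µM reaches about 50%, limit read from the data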;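 also: cells stimulated with CCL20 at 14 nM final; plate controls were DMSO with CCL20 for no effect and DMSO without agonist for full effect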
APJ agonist: APJ receptor agonism; P35414; CHO-K1 APJ PathHunter beta-arrestin, luminescence; 0% DMSO wells, 100% apelin; activation, % at 20 µM; 330,000 tested, 0.11% active; AID 2520;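 active = activation more than six SD over the plate average, tested at 20 µM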;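 also: 0% = DMSO alone and 100% = apelin-13 at 10 nM; some results filed as inactive read as strong as hits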
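Test system: CHO-K1 APJ beta-arrestin complementation cell line | Compound: Single test compound dose, 20 µM final, 1% DMSO | Incubation: Compound 90 min 25 °C, reagent 1 h | Measured by: beta-gal luminescence | Read-out basis: APJ–arrestin association signal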
tim23-1 inh: inhibits growth of tim23-1 mutant yeast. S. cerevisiae tim23-1 growth, BacTiter-Glo luminescence, 24 h. inhibition, % at 20 µM. AID 463212. 330,000 tested, 1.3% active;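 active = growth inhibition of the mutant yeast at or above 50%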;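 also: temperature-sensitive mutant grown at 25 °C; plate controls were DMSO-treated mutant yeast for no effect and medium wells lacking yeast for full effect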
UPR CHOP act: activators of apoptotic arm of unfolded protein response (CHOP). 330,000 tested, 0.34% active. CHO-CHOP luciferase reporter, UPR activation, luminescence; percent of tunicamycin response over DMSO baseline. activation, % at 10 µM;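 active = at 10 µM dose, activation of 40% or more, normalized to positive control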;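 also: 100% = tunicamycin at 10 µg/mL and 0% = DMSO alone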
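Evaluation: % reporter activation, DMSO baseline versus tunicamycin full activation; System: CHO-CHOP luciferase reporter cell line; Input: 500 cells/well; Incubation: 6 h compound treatment, 37 °C; Measured by: Steady-Glo luciferase luminescence; Dosing: one dose, 10 µM in 0.5% DMSO; Buffer or medium: F12 medium, 10% FBS; Benchmarks: positive tunicamycin 10 µg/mL, negative DMSO alone.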
Mdm2-MdmX inh: disrupts the human Mdm2-MdmX interaction; O15151+Q00987; SaOS-2 split-luciferase Mdm2/MdmX complementation, luminescence; inhibition, % at 8 µM; 330,000 tested, 3% active;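 active = inhibition of at least 50% at 8 µM in the primary screen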
XBP1 UPR activ: activators of adaptive arm of unfolded protein response (XBP1). CHO-XBP1 luciferase reporter, IRE1-XBP1 UPR activation, luminescence; percent of tunicamycin response, DMSO as zero. activation, % at 20 µM. 330,000 tested, 0.33% active;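 active = versus positive control, 20 µM dose yields 30% or more activation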;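 also: 100% = tunicamycin at 10 µg/mL and 0% = DMSO only wells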
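Material – CHO cell line with stable XBP1 luciferase reporter · Buffer or medium – F12 plus 10% FBS · Compound – single point, 20 µM final compound, 1% DMSO · Schedule – 16-18 h cell attachment at 37 °C, then 6 h compound exposure · Signal – Steady-Glo luminescence read · Benchmarks – high control tunicamycin 10 µg/mL final, low control DMSO vehicle only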
CXCR6 block: CXCR6 (human) receptor inhibition; AID 602244; inhibition, % at 20 µM; 360,000 tested, 0.36% active; O00574; CHO-K1 PathHunter CXCR6 beta-arrestin, luminescence; in the data active = inhibition above about 34%, passing the limit was not always enough;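 also: antagonist mode with CXCL16 agonist at 10 nM final; 0% = 10 nM CXCL16 with DMSO and 100% = unstimulated wells without agonist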
EBI2 antag: antagonists of human EBI2 receptor; P32249; EBI2 beta-arrestin recruitment, luminescence, 7a,25-OHC stimulated; inhibition, % at 5 µM; 360,000 tested, 0.81% active; AID 651636; in the data active = inhibition above about 38%;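 also: enzyme fragment complementation signal reports receptor beta-arrestin coupling in cells; 0% = agonist plus DMSO wells and 100% = wells without agonist; some results beyond the cut were filed as inactive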
Target sequence (P32249 whole entry, looked up, the tested form may be a part): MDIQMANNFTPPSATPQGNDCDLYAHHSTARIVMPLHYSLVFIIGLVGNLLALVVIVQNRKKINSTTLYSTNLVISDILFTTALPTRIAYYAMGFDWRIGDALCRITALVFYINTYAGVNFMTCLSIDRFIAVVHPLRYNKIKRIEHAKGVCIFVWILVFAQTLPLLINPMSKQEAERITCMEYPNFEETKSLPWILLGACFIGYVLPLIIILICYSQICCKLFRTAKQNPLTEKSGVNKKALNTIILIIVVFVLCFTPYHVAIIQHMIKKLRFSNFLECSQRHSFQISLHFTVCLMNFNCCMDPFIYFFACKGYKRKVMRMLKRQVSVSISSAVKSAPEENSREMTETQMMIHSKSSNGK
APJ antag: antagonists of human APJ apelin receptor; CHO-K1 APJ beta-arrestin complementation, luminescence; inhibition, % at 20 µM; 330,000 tested, 0.32% active;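 active = inhibition above about 40% at 20 µM, limit read from the data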;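 also: cells challenged with 10 nM apelin-13 agonist together with compound; plate controls were apelin-13 plus DMSO wells for no effect and DMSO wells lacking apelin-13 for full effect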
* = called active by the depositor. A portion of the library, so the mix of outcomes need not match the whole.

Key to letters: A = CCR6 antagonist; B = APJ agonist; C = tim23-1 inh; D = UPR CHOP act; E = Mdm2-MdmX inh; F = XBP1 UPR activ; G = CXCR6 block; H = EBI2 antag; I = APJ antag
CCOc1cc(C(=O)Nc2ncccn2)cc(OCC)c1OCC
  A: 8 | B: -1 | C: 16 | D: 0.9 | E: -21 | F: -3 | G: -2 | H: -6 | I: 3

CN(C)CCC(Oc1ccccc1OCc1ccccc1)c1ccccc1 (stereo unspecified)
  A: 6 | B: -3 | C: 12 | D: -0.4 | E: 34 | F: -2 | G: 6 | H: 3 | I: -11

COc1ccc(NC(=O)C2CCCN2S(=O)(=O)c2ccc3c(c2)CCC(=O)N3)c(OC)c1 (stereo unspecified)
  A: 7 | B: -1 | C: 8 | D: 0.4 | E: 36 | F: 1 | G: -7 | H: 2 | I: -6

Cc1cccc(C(C)C)c1NC(=O)c1c(-c2ccccc2)noc1C
  A: -1 | B: -2 | C: 12 | D: 0.2 | E: -7 | F: -5 | G: -5 | H: 8 | I: -15

CSc1nc(S(=O)(=O)c2ccccc2)c(Cl)s1
  A: 20 | B: -3 | C: -6 | D: -1.5 | E: -17 | F: -1 | G: 0 | H: -3 | I: 15

COc1ccc(C)cc1NC(=O)CC(NC(C)=O)c1ccccc1 (stereo unspecified)
  A: 0 | B: -2 | C: 8 | D: -1.2 | E: 13 | F: -6 | G: -3 | H: -1 | I: -15

COc1ccc(/C=N/N=C2/NC(=O)C(CC(=O)O)S2)cc1OCc1ccc(Cl)cc1 (stereo unspecified)
  A: 3 | B: -2 | C: 12 | D: -1.7 | E: -6 | F: -2 | G: 6 | H: 1 | I: 0

Cc1cccc(NC(=O)CCN2CC(C)OC(C)C2)c1 (stereo unspecified)
  A: 3 | B: 3 | C: -5 | D: -1.1 | E: -2 | F: 1 | G: -5 | H: -1 | I: 4

Nothing new here: 7 of the compounds above.
Key to letters: A = CCR6 antagonist; B = APJ agonist; C = tim23-1 inh; D = UPR CHOP act; E = Mdm2-MdmX inh; F = XBP1 UPR activ; G = CXCR6 block; H = EBI2 antag; I = APJ antag
CCOc1cc(C(=O)Nc2ncccn2)cc(OCC)c1OCC
  A: 8 | B: -1 | C: 16 | D: 0.9 | E: -21 | F: -3 | G: -2 | H: -6 | I: 3

CN(C)CCC(Oc1ccccc1OCc1ccccc1)c1ccccc1 (stereo unspecified)
  A: 6 | B: -3 | C: 12 | D: -0.4 | E: 34 | F: -2 | G: 6 | H: 3 | I: -11

COc1ccc(NC(=O)C2CCCN2S(=O)(=O)c2ccc3c(c2)CCC(=O)N3)c(OC)c1 (stereo unspecified)
  A: 7 | B: -1 | C: 8 | D: 0.4 | E: 36 | F: 1 | G: -7 | H: 2 | I: -6

Cc1cccc(C(C)C)c1NC(=O)c1c(-c2ccccc2)noc1C
  A: -1 | B: -2 | C: 12 | D: 0.2 | E: -7 | F: -5 | G: -5 | H: 8 | I: -15

CSc1nc(S(=O)(=O)c2ccccc2)c(Cl)s1
  A: 20 | B: -3 | C: -6 | D: -1.5 | E: -17 | F: -1 | G: 0 | H: -3 | I: 15

COc1ccc(C)cc1NC(=O)CC(NC(C)=O)c1ccccc1 (stereo unspecified)
  A: 0 | B: -2 | C: 8 | D: -1.2 | E: 13 | F: -6 | G: -3 | H: -1 | I: -15

COc1ccc(/C=N/N=C2/NC(=O)C(CC(=O)O)S2)cc1OCc1ccc(Cl)cc1 (stereo unspecified)
  A: 3 | B: -2 | C: 12 | D: -1.7 | E: -6 | F: -2 | G: 6 | H: 1 | I: 0
